TRPV1 ag: human TRPV1 agonism | 0.19% of 320,000 active | activation, % at 8.33 µM | AID 540275 | Q8NER1 | TRPV1-expressing cells, Fluo-8 calcium influx, agonist mode; in the data active = activation above about 80%; inconclusive = between about 30% and that limit; note: 0% is about no effect
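TRPV1-expressing cells were cultured overnight at 35.5C and loaded with Fluo-8 calcium dye for 40 to 90 min at room temperature. After a 10 s baseline, compound was added and calcium influx was read kinetically for 3 min (ex 480/em 520 nm).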
B2AR arrestin: beta2AR (human) beta-arrestin recruitment activity; Potency, µM (doses to about 46.1 µM), inactives show at the highest dose activation, usual class: activators; beta-arrestin recruitment to beta2AR, cell-based reporter; 0.02% of 330,000 active;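 note: potency is the fitted concentration of half-maximal effect; 0% = DMSO controls and full agonism = EC100 isoproterenol or metaproterenol; nearly all actives have a fitted effect of over 65% in size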
USP2a block: USP2a (human) protease inhibition; O75604; USP2 core, Ub-CHOP2 coupled fluorogenic reporter, 485/531; Potency, µM (doses to about 38.3 µM), without a hit: top-dose activity change, negative = inhibition, actives largely listed as inhibitors; 0.01% of 330,000 active;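 note: potency is the fitted concentration of half-maximal effect; plate controls were DMSO wells for no effect and full inhibition by NEM control for full effect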
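USP2 core (10nM final) preincubated 30min RT with compound in 20mM Tris-HCl pH 8.0, 2mM CaCl2, 2mM beta-mercaptoethanol, 0.05% CHAPS; 25nM Ub-CHOP2 plus 25nM reporter substrate added, fluorescence (Ex485/Em531) read after 60min.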
ASM inhibitor: inhibitors of human secretory acid sphingomyelinase. AID 504937. 0.006% of 340,000 active. placental ASM, HMU-PC fluorogenic substrate, 60 min. Potency, µM (highest dose often 57.5 µM), for inactives: at the top dose activity change, negative = inhibition, actives largely listed as inhibitors. P17405; note: potency is the fitted concentration of half-maximal effect
Target sequence (P17405 47-631 limits assumed): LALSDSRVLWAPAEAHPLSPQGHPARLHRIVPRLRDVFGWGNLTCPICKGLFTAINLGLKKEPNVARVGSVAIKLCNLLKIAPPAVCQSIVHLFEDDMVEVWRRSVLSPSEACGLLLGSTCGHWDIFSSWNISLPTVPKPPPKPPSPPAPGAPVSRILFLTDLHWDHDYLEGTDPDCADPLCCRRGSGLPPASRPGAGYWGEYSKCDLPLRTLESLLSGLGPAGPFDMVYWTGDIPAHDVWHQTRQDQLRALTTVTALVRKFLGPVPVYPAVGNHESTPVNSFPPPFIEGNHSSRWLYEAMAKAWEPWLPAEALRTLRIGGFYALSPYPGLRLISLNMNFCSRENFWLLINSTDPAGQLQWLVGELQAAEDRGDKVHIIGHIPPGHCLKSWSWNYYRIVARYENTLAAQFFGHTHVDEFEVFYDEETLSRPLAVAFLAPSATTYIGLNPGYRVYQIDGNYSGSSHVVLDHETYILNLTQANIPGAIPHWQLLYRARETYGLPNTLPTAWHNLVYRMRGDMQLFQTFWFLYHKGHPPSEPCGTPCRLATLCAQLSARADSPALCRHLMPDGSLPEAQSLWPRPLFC
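qHTS format. ASM enzyme prepared from human placenta hydrolyses the fluorogenic substrate HMU-PC0 (9 uM final) over 60 min at 37 °C after a 10 min compound preincubation.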
ELG1 genotoxic: induces genotoxicity in HEK293T cells with luciferase-tagged ELG1 | HEK293T ELG1-luciferase reporter, luminescence, 16 h | Potency, µM (doses to about 46 µM), for inactives: at the highest dose activity change, positive = activation, usual class: activators | 1.3% of 330,000 active; note: potency is the fitted concentration of half-maximal effect; % of control where 0% means no effect; nearly all actives have a fitted effect of over 60% in size
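Cells (2,000/well) expressing the ELG1-luciferase fusion are dosed by pin tool and kept 16 hr at 37 °C, 5% CO2. Signal comes from ONE-Glo luciferase reagent after 30 min at room temperature.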
uPA generation: cell surface uPA generation inhibition; cell surface uPA generation assay, qHTS; Potency, µM (doses to about 38.3 µM), for the others: at the top dose activity change, negative = inhibition, most hits filed as inhibitors; 0.31% of 330,000 active; AID 540303; active = well fitted inhibition curve with a large enough effect; inconclusive = small, poorly fitted or top-dose-only effect; inactive = no such curve, though single readings can be large or run the other way; tested in mouse RAW 264.7 cells; note: potency is the fitted concentration of half-maximal effect; % is set by controls: 0 for no effect and ±100 for the full control effect; nearly all actives have a fitted effect of over 55% in size
p53 reactivation: mutant p53 re-activation in reporter cells. H1299 p53-A138V BP100-luciferase reporter, luminescence, 24 h. Potency, µM (series often up to 92.2 µM), inactives show at the top dose activity change, positive = activation, most hits filed as activators. 0.063% of 320,000 active. AID 504706; note: potency is the fitted concentration of half-maximal effect; % of control where 0% means no effect; nearly all actives have a fitted effect of over 45% in size
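H1299 (p53-null), stable ts p53-A138V + BP100-Luc; 1000 cells/well, Opti-MEM/10% FBS; cpd 4 pt, 1:5; 24 h, 37 deg C, 5% CO2; detection reagent 10 min RT; luminescence.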
PTAP TSG101 blk: blocks PTAP/TSG101 interaction to inhibit HIV-1 budding; Potency, µM (titrated, usually from 115 µM), without a hit: at the highest dose activity change, negative = inhibition, hits mostly inhibitors; Fluorescence polarization, FITC-PTAP peptide / Tsg101 binding; 340,000 tested, under 10 active; AID 493005; active = well fitted inhibition curve with a large enough effect in the main read-out, with a control signal flat, not every such curve was filed as active; inconclusive = small, poorly fitted or top-dose-only effect, or effect the other way, or a change in a side signal; inactive = no such curve, though single readings can be large or run the other way; note: potency is the fitted concentration of half-maximal effect; % of control where 0% means no effect
Target sequence (Q99816 whole entry, looked up): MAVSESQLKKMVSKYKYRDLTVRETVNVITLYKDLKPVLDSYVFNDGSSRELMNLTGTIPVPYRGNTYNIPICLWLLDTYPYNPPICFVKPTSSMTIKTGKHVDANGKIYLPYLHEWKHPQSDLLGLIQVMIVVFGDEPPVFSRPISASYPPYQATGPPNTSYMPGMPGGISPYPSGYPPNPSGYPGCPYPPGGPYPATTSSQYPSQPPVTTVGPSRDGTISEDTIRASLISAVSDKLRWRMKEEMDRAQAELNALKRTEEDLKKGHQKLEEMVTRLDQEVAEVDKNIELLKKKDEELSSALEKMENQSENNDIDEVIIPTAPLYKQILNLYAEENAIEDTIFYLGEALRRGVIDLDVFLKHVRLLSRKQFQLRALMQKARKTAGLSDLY
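Fluorescence anisotropy tracks displacement of a FITC-tagged PTAP peptide (50 nM) from the Tsg101 binding domain (10 uM), following a 20 min room-temperature incubation at pH 7.5.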
Eya2 phos inh: inhibitors of human Eya2 phosphatase activity. O00167. recombinant Eya2, OMFP fluorescence dephosphorylation (OMFP is methylfluorescein phosphate). Potency, µM (doses to about 76.9 µM), for the others: top-dose activity, negative = inhibition, most hits filed as inhibitors. 0.006% of 330,000 active. AID 488837; note: potency is the fitted concentration of half-maximal effect; % is set by controls: 0 for no effect and ±100 for the full control effect
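Eya2 protein (added as 0.2 uM solution) was preincubated with compound for 10 min at ambient temperature in 50 mM HEPES pH 7.5, 50 mM NaCl, 5 uM MgCl2, 0.05% BSA, 1 mM DTT. OMFP (added at 50 uM) then reacted 10 min; fluorescence read at 485/525 nm.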
a7 integrin act: activators of alpha7 integrin expression for muscular dystrophy; alpha7betagal myoblasts, beta-gal FDG fluorescence, 48 h; Potency, µM (titrated, usually from 38.3 µM), for inactives: at the highest dose activation, actives largely listed as activators; 0.064% of 350,000 active; AID 624291;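 note: potency is the fitted concentration of half-maximal effect; 100% = response of the positive control SU9516; nearly all actives have a fitted effect of over 60% in size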
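alpha7betagal+/- myoblasts (passage 13, 250/well) treated 48 h at 37C with compounds at 1:260 dilution of DMSO stock. Lysed, then beta-galactosidase activity read as FDG fluorescence (ex 480/em 540) after 30 min, with pre-read for autofluorescence.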
BRCA1 expr up: increases BRCA1 expression. Potency, µM (doses to about 46.1 µM), without a hit: top-dose activation, hits mostly activators. MCF7-BRCA1-FFLuc reporter, luminescence, 48 h; response scale: scaled: vehicle 0%, 10 µM genistein 100%. 1.1% of 380,000 active. AID 624202; note: potency is the fitted concentration of half-maximal effect; nearly all actives have a fitted effect of over 80% in size; some results filed as inactive show a strong effect at the top dose
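Luminescence from a BRCA1-driven firefly luciferase in MCF7 cells was the read-out, taken 15 min after substrate addition following 48 h compound exposure at 37 °C. Data were normalized to a 10 microM genistein control and DMSO vehicle.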
Starred values were filed as active, the others as inactive; ? = inconclusive; . = no result given; [ ] = dose if it differs, or a comment. Unless noted, calls come from the whole dose curve; as a rule, active = well fitted curve in the direction sought with a large enough effect; inconclusive = small, poorly fitted or top-dose-only effect, or another doubt; inactive = no such curve, though single readings can be large; an effect the other way counts as inactive or inconclusive.

SMILES | TRPV1 ag | B2AR arrestin | USP2a block | ASM inhibitor | ELG1 genotoxic | uPA generation | p53 reactivation | PTAP TSG101 blk | Eya2 phos inh | a7 integrin act | BRCA1 expr up
COc1ccc(S(=O)(=O)NN(C)c2ncc(C(F)(F)F)cc2Cl)cc1 | 10 | 0.5% | -1% | 0% | -5% | 14% | -1% | -1% | 0% | 1% | -6%
Cc1ccc(C(=O)Nc2ccc(S(=O)(=O)NC3=NCCCCC3)cc2)cc1S(=O)(=O)N1CCOCC1 | 1 | -0.1% | 2% | -2% | -1% | 5% | 4% | -5% | -11% | 8% | -20%
Cc1cc(-c2[nH]nc3c2C(c2cccc(O)c2)C(C#N)=C(N)O3)c(C)s1 (configuration not stated) | 4 | 5.4% | 1% | 4% | -1% | . | 1% | -1% | -9% | 9%[7.66 µM] | 0%
c1ccc(C(CN2CCCCC2)Oc2ccccn2)cc1 (configuration not stated) | . | . | . | 1% | . | -2% | . | -2% | . | -9% | -5%
O=C(NC1=NCCS1)C1CCN(S(=O)(=O)c2ccc(Cl)cc2)CC1 | -1 | -0.1% | 2% | 4% | 4% | 5% | -2% | -1% | 10% | 21% | -12%
COc1ccc(Cl)cc1NC(=O)c1cccc(NC(=O)CCC(=O)O)c1 | -5 | -1.0% | 0% | 5% | 0% | 1% | 10% | -4% | 7% | -7% | 22%
COc1ccc(CC(=O)Nc2ccccc2C(=O)N2CCOCC2)cc1OC | 5 | 0.3% | 1% | 2% | 0% | 3% | 3% | -1% | -1% | -1% | 1%
CC(OC(=O)CNS(=O)(=O)c1ccc2ccccc2c1)C(=O)N(C)c1ccccc1 (configuration not stated) | 13 | -0.9% | -1% | 8% | 1% | -2% | 5% | -4% | -2% | -6% | -5%
CCOC(=O)c1cc(-c2ccccc2)sc1NC(=O)CSc1nncs1 | 5 | -2.0% | 2% | 0% | 0% | 1% | -16% | -8% | -12% | -16% | -31%
Cc1ccc(S(=O)(=O)NCC(c2ccco2)N2CCOCC2)cc1 (configuration not stated) | -5 | -2.3% | 2% | 10% | -1% | -2% | 10% | 0% | 1% | ? | -21%
CN(CCO)c1cc(N2CCN(C(=O)c3ccco3)CC2)c2nonc2c1[N+](=O)[O-] | 1 | -0.5% | 2% | -13% | 1% | 2% | -13% | -1% | 0% | 14% | -3%
CCN(CCNC(=O)C1CCCN(S(=O)(=O)c2cnc[nH]2)C1)c1ccccc1 (configuration not stated) | 0 | 0.3% | -2% | 5% | 0% | 3% | 3% | 0% | 42% | 7% | -2%
CC(C)(C)OC(=O)n1cc(CCO)c2ccccc21 | ? | 0.0% | 2% | 1% | -3% | -5% | 6% | . | -13% | -7% | 1%
Cc1ccccc1-n1c(=O)cc(N2CCc3ccccc3C2)[nH]c1=O | 6 | -0.4% | 0% | 17% | 3% | . | 1% | -13% | 13% | 5% | 3%
COc1cccc(C2Oc3ccccc3C3CC(c4cccs4)=NN32)c1 (configuration not stated) | 1 | -0.5% | 0% | -1% | 5% | 9% | 17% | -1% | 1% | -12% | 34%

Another view of some results above:
Molecule,TRPV1 ag,B2AR arrestin,USP2a block,ASM inhibitor,ELG1 genotoxic,uPA generation,p53 reactivation,PTAP TSG101 blk,Eya2 phos inh,a7 integrin act,BRCA1 expr up
CCOC(=O)c1cc(-c2ccccc2)sc1NC(=O)CSc1nncs1,5,-2.0%,2%,0%,0%,1%,-16%,-8%,-12%,-16%,-31%
Cc1ccc(S(=O)(=O)NCC(c2ccco2)N2CCOCC2)cc1 (configuration not stated),-5,-2.3%,2%,10%,-1%,-2%,10%,0%,1%,?,-21%
CN(CCO)c1cc(N2CCN(C(=O)c3ccco3)CC2)c2nonc2c1[N+](=O)[O-],1,-0.5%,2%,-13%,1%,2%,-13%,-1%,0%,14%,-3%
CCN(CCNC(=O)C1CCCN(S(=O)(=O)c2cnc[nH]2)C1)c1ccccc1 (configuration not stated),0,0.3%,-2%,5%,0%,3%,3%,0%,42%,7%,-2%
CC(C)(C)OC(=O)n1cc(CCO)c2ccccc21,?,0.0%,2%,1%,-3%,-5%,6%,.,-13%,-7%,1%
Cc1ccccc1-n1c(=O)cc(N2CCc3ccccc3C2)[nH]c1=O,6,-0.4%,0%,17%,3%,.,1%,-13%,13%,5%,3%
COc1cccc(C2Oc3ccccc3C3CC(c4cccs4)=NN32)c1 (configuration not stated),1,-0.5%,0%,-1%,5%,9%,17%,-1%,1%,-12%,34%

Carrying on:
SMILES | TRPV1 ag | B2AR arrestin | USP2a block | ASM inhibitor | ELG1 genotoxic | uPA generation | p53 reactivation | PTAP TSG101 blk | Eya2 phos inh | a7 integrin act | BRCA1 expr up
Cc1cc(=O)[nH]c(-c2ccccc2O)n1 | -2 | -1.4% | -3% | 26% | 4% | 3% | -3% | . | -8% | 9% | 1%
Cc1ccc(C2(c3noc(CN4C[C@@H](C)O[C@@H](C)C4)n3)CCCC2)cc1 | 8 | -1.3% | 3% | -3% | -3% | 2% | 4% | -3% | -4% | -42% | 0%
O=C(CSCCS(=O)(=O)c1ccc(Cl)cc1)Nc1ccccc1 | 0 | 0.5% | 2% | 4% | -5% | -3% | 2% | 2% | -19% | -5% | 14%
O=C(N/N=C\c1ccco1)Nc1cccc(Cl)c1 | 17 | 0.2% | -1% | -1% | ? | 0% | ? | -5% | -10% | 14% | ?
Cc1nn(C)cc1CN(C)C(=O)c1cc(COc2ccc(F)cc2F)on1 | 18 | 0.3% | 1% | -4% | 0% | 10% | 0% | 4% | 2% | 22% | 52%
COc1ccccc1CNC(=O)Cn1c(=O)oc2cc(Cl)ccc21 | 17 | -0.7% | 2% | 8% | -1% | -8% | -3% | 0% | -2% | -1% | -10%
Cc1cccnc1NC(=O)CCNC(=O)c1ccccc1Cl | -2 | -0.3% | -2% | 2% | 4% | -3% | -13% | -3% | 7% | 6% | 1%
COc1cc(NC(=O)C2CC3CCC2C3)c(OC)cc1Cl (configuration not stated) | . | . | . | -3% | . | 1% | . | -1% | . | 5% | -3%
COc1cc(CN2CCNC(=O)C2CC(=O)N2CCCO2)cc(OC)c1 (configuration not stated) | -3 | -0.8% | 1% | 33%[activator] | 5% | 4% | -3% | -9% | -12% | -5% | -6%
CCN1CCN(CCC(=O)Nc2ccc(F)c(F)c2)CC1 | -2 | -0.5% | 1% | -2% | 1% | 2% | . | 0% | -9% | -16% | -9%
CC(C)Cc1nnc(NC(=O)c2cccc(S(=O)(=O)N3CCOCC3)c2)s1 | ? | -0.9% | -1% | -3% | 0% | -16% | 1% | -1% | -5% | 5% | -16%
Cc1cc(/C=C(/C#N)c2nc3ccccc3[nH]2)c(C)n1-c1cccc([N+](=O)[O-])c1 | -4 | 0.5% | -9% | -22% | -1% | -13% | ? | 0% | -10% | 30% | -24%
Cc1c(C(=O)N2CCN(C(c3ccccc3)c3ccccc3)CC2)oc2ccccc12 | ? | 0.2% | -1% | -7% | 3% | 4% | -1% | -8% | 8% | ? | -25%
O=C(NC1CC1)c1ccc(S(=O)(=O)NC2CCCCCC2)cc1 | -2 | -1.5% | 2% | -2% | -2% | . | -14% | -2% | 16% | 4% | -21%
CCCCN(C(=O)CSCc1ccc(C)cc1)c1c(N)n(Cc2ccccc2)c(=O)[nH]c1=O | . | . | . | 67%[activator] | . | -5% | . | 0% | . | ? | -15%
Cc1ccc(C(=O)NCCc2nc3ccccc3[nH]2)cc1[N+](=O)[O-] | 12 | -0.5% | 5% | 6% | -1% | -6% | -8% | 0% | 0% | -1% | -39%
CC(C)(C)c1cc(=O)n(-c2ccccc2)[nH]1 | 18 | -0.6% | 0% | -4% | -2% | -13% | -32%[inhibitor] | -2% | -11% | -44% | -4%
CCCc1cc(=O)[nH]c(SCC(=O)N2CCCC2=O)n1 | -1 | -0.5% | -2% | -4% | 2% | 2% | 24% | 1% | -1% | 39% | -1%
Cc1nn(-c2ccccc2)c(C)c1C(=O)NNC(=O)C(F)(F)F | -5 | -0.5% | 1% | 0% | -6% | 2% | 0% | -2% | 4% | 16% | 1%
CCCOc1ccc(Cl)cc1CN1CCOCC1 | 6 | . | . | 1% | . | 3% | . | -2% | . | -6% | -3%
CSc1nc(C)cc(NC(N)=O)n1 | 2 | -0.1% | 2% | 0% | 2% | 2% | 7% | -2% | -1% | -7% | -3%

Screens from PubChem.
